Compound activity as filed in PubChem.
NCI-60 one-dose screen, 48 h, at 10 µM unless noted. Numbers give growth in % (100 = growth as untreated, 0 = no growth, -100 = all killed).
NCI-H226 = NCI-H226 lung cancer | 3.5% of 79,000 active | AID 1794732
NCI/ADR-RES = NCI/ADR-RES ovarian cells | 4.4% of 81,000 active
HCT-15 = HCT-15 colon cancer; 5.2% of 82,000 active
NCI-H522 = NCI-H522 lung cancer | 8% of 78,000 active
NCI-H322M = NCI-H322M lung cancer; 2.7% of 80,000 active; AID 1794733
NCI-H460 = NCI-H460 lung cancer; 6.8% of 82,000 active; AID 1794736
NCI-H23 = NCI-H23 lung cancer; 4% of 80,000 active
HCT-116 = HCT-116 colon cancer; 7.3% of 82,000 active; AID 1794798
COLO 205 = COLO 205 colon cancer | 7.3% of 79,000 active
* hit, by the source's call; nt = not tested or not shown; & = joins results of further samples. The calls were made as follows: active = growth percent below 10; inactive = the rest.

No.	SMILES	NCI-H522	NCI-H322M	NCI-H23	NCI/ADR-RES	HCT-15
1	CCCCCCNC(=O)Oc1ccc(/C(=C(/C)c2ccc(OC)cc2)c2ccc(OCCN3CCCCCC3)cc2)cc1	82	82	20	48	-39*
2	COc1cc(C2CC(c3ccc(Nc4nc(NCCO)nc(Nc5ccc(Cl)cc5)n4)cc3)=NN2c2cc(Cl)cc(Cl)c2)cc(OC)c1OC (stereo unspecified)	85	75	77	71	76
3	CCOC(=O)C(=Cc1cccc(C#N)c1)C(=O)OCC	17	91	68	48	39
4	C=CCn1c2c(c3ccccc31)CC1CN(C3CCCCC3)C(=O)C1C2C(=O)O (stereo unspecified)	88	98	95	96	96
5	CCCCCCC/C(=N\N=C(N)N)c1ccc(O)cc1	48	57	57	70	64
6	O=C1C2CC3CC(C2)CC1C3	106	94	89	94	101
7	CCN1C(=O)N(CC)C2Nn3c(s/c(=C4\C(=O)N(C)c5ccccc54)c3=O)=NC21 (stereo unspecified)	0.9*	75	44	6.8*	30
8	CC(C)NC(=S)Nc1c(N)n(C)c(=O)n(C)c1=O	nt	126	104	102	102

No.	HCT-116	COLO 205	NCI-H460	NCI-H226
1	-87*	-61*	-68*	81
2	43	nt	64	nt
3	21	47	96	38
4	105	113	101	101
5	18	-89*	27	-8.4*
6	92	102	100	92
7	11	8.2*	23	79
8	111	114	107	123

Continuation:
No.	SMILES	NCI-H522	NCI-H322M	NCI-H23	NCI/ADR-RES	HCT-15
9	CCN1CCN(c2cc(-c3ccccc3)nc(Nc3ccc(C(c4c[nH]c5ccc(Br)cc45)c4c[nH]c5ccc(Br)cc45)cc3)n2)CC1	96	104	98	92	95
10	Cc1ccc(Nc2cc(=O)[nH]c(N)n2)cc1C	105	108	113	109	96
11	O=C(CSc1nnc(-c2c[nH]c3ccccc23)n1-c1ccccc1)Nc1ccc(C(=O)/C=C/c2ccccc2Cl)cc1	83	97	36	92	67
12	CC(=O)OCCc1sc[n+](Cc2cnc(C)nc2N)c1C	96	102	101	110	103
13	CCCCCCCCCC(=O)OC1CC(C)=C2C(=O)C=C(C)[C@@H]2[C@H]2OC(=O)[C@H](C)[C@H]12 (stereo partly specified)	81	108	101	109	87
14	Cc1ccc(NC(=O)c2sc3nc(C)c(C(=O)c4ccc(C(F)(F)F)cc4)cc3c2N)cc1	92	107	101	106	105
15	COc1cc(/C=C/C(=O)c2ccc(NC(=O)CSc3nnc(-c4ccc(-c5nc6ccc(C)cc6[nH]5)cc4)o3)cc2)cc(OC)c1OC	96	105	104	106	103
16	S=C(/N=C1\NN=C(c2ccccc2)CS1)Nc1ccccc1	88	101	93	100	104

No.	HCT-116	COLO 205	NCI-H460	NCI-H226
9	81	81	92	81
10	98	105	101	105
11	22	96	89	76
12	114	119	117	99
13	80	104	105	100
14	77	110	106	97
15	105	115	114	109
16	97	nt	102	99

(cont.)
No.	SMILES	NCI-H522	NCI-H322M	NCI-H23	NCI/ADR-RES	HCT-15
17	C#CC(C)(C)OC(=O)Nc1cccc(Cl)c1	80	102	108	103	94
18	O=C1c2cccc3cccc(c23)C(=O)N1N1C(=O)c2cccc3c(N4CCN(Cc5ccccc5)CC4)ccc(c23)C1=O	98	92	98	100	98
19	COc1cc(-c2nn(C(C)(C)C)cc2-c2ccnc(NCCCNS(=O)(=O)c3ccc(Cl)cc3)n2)ccc1Cl	nt	78	73	67	52
20	COc1ccc2c(c1)C(=O)/C(=C/c1cnccc1OC)CC2	78	107	102	107	94
21	Cc1cccc(C)c1Nc1ccc2nnc(-c3ccncc3)n2n1	111	95	99	101	100
22	COc1cc(C2CC(c3cc(OC)c(OC)c(OC)c3)=NN2c2ccccc2)ccc1OCc1ccc(Cl)cc1 (stereo unspecified)	87	96	91	92	78
23	O=C(CSc1nccc(N2CCOCC2)n1)c1ccc(Cl)cc1	84	nt	90	92	105
24	COc1cc(C)cc(C(O)Cc2cccc(-c3cccnc3)n2)c1 (stereo unspecified)	95	112	104	104	114

No.	HCT-116	COLO 205	NCI-H460	NCI-H226
17	91	106	98	86
18	98	104	102	94
19	39	81	55	54
20	97	104	103	96
21	98	109	100	nt
22	74	110	103	89
23	87	109	102	84
24	97	102	104	95

Taken from the results shown, two compounds:
No.	SMILES	NCI-H522	NCI-H322M	NCI-H23	NCI/ADR-RES	HCT-15
17	C#CC(C)(C)OC(=O)Nc1cccc(Cl)c1	80	102	108	103	94
18	O=C1c2cccc3cccc(c23)C(=O)N1N1C(=O)c2cccc3c(N4CCN(Cc5ccccc5)CC4)ccc(c23)C1=O	98	92	98	100	98

No.	HCT-116	COLO 205	NCI-H460	NCI-H226
17	91	106	98	86
18	98	104	102	94

Additional entries
No.	SMILES	NCI-H522	NCI-H322M	NCI-H23	NCI/ADR-RES	HCT-15
25	Cc1ccc(C(=O)[C@H]2[C@H](c3ccc(O)cc3)NC(=O)N[C@@]2(O)C(F)(F)F)cc1	84	104	92	98	106
26	CCCCNc1ccc2c3c(cccc13)C(=O)N(c1ccc(/C(=C(\C)c3ccccc3)c3ccccc3)cc1)C2=O	89	97	91	99	107
27	COc1cc(OC)c(OC)cc1O	99	96	100	106	103
28	CCCNCCS	94	99	108	104	100
29	Cn1cc(-c2nnc(N)nc2-c2c[nH]c3ccc(Br)cc23)c2cccnc21	58	82	80	80	49
30	CCCn1nc(C(=O)N2CCCCC2)c2c1CCC(NCc1ccc(N3CCCCC3)cc1)C2 (stereo unspecified)	87	101	104	93	105
31	C#CC#CC#CC#CC#CC#CC#CC#CC[C@H]1OC[C@@H](COC(=O)O[C@@H](C(=O)O[C@H]2C[C@@]3(O)[C@@H](OC(=O)c4ccccc4)[C@@H]4[C@]5(OC(C)=O)CO[C@@H]5C[C@H](O)[C@@]4(C)C(=O)[C@H](OC(C)=O)C(=C2C)C3(C)C)[C@@H](NC(=O)c2ccccc2)c2ccccc2)O1	71	55	48	108	95
32	CCOC(=O)C(Cc1cc(N)c(Oc2ccc(OC)cc2)c(N)c1)NC(C)=O (stereo unspecified)	92	101&125	115&100	105&102	109&100

No.	HCT-116	COLO 205	NCI-H460	NCI-H226
25	95	105	108	101
26	89	108	104	98
27	110	100	103	97
28	103	116	107	99
29	60	76	69	69
30	96	106	107	101
31	18	29	19	56
32	105&108	106&105	106&105	94&99

More records.
No.	SMILES	NCI-H522	NCI-H322M	NCI-H23	NCI/ADR-RES	HCT-15
33	O=C(NCC1Cc2cccc(-c3ccncc3)c2O1)c1csc2c1CCCC2 (stereo unspecified)	102	90	99	91	95
34	COC(=O)c1c(C)nc(C)c2c1C(=O)C=C(NCCCCO)C2=O	99	87	85	94	95
35	NC(C(=O)O)C(O)c1ccco1 (stereo unspecified)	137	107	108	112	99
36	Cc1ccc(-c2csc(NC(=O)CSc3nc(-c4ccc(Cl)cc4)c(C#N)c(=O)[nH]3)n2)cc1	84	89	89	97	96
37	O=C1Cc2cc(CCN3CCNCC3)c(Cl)cc2N1Cc1ccc(-c2ccccc2-c2nn[nH]n2)cc1	87	104	94	98	105
38	CC(C)CSc1nc(NC2CC2)c(C#N)c(-c2ccc(F)cc2)n1	83	86	76	75	104
39	CCCCCCC[C@@H](O)CC(=O)N[C@H](CCCCN)C(=O)N[C@H](Cc1c[nH]c2ccccc12)C(=O)NC(CCCCN)C(=O)N[C@H](CC(C)C)C(=O)N[C@H](Cc1ccccc1)C(=O)N[C@H](CCCCN)C(=O)N[C@H](CCCCN)C(=O)N[C@H](CC(C)C)C(=O)N1CCCC1C(=O)N[C@H](CCCCN)C(=O)N[C@H](Cc1ccccc1)C(=O)N[C@H](CC(C)C)C(=O)N[C@H](Cc1c[nH]cn1)C(=O)N[C@H](CC(C)C)C(=O)N[C@H](C)C(=O)N[C@H](CCCCN)C(=O)N[C@H](CCCCN)C(=O)N[C@H](Cc1ccccc1)C(=O)O (stereo partly specified)	-49*	-72*	-42*	-24*	-40*
40	COc1cc(/C=C/c2ccccc2)cc(OC)c1	84	114	87	100	91

No.	HCT-116	COLO 205	NCI-H460	NCI-H226
33	100	110	100	91
34	93	76	81	98
35	111	102	108	97
36	97	107	91	94
37	98	111	103	93
38	71	81	nt	80
39	-36*	-48*	-25*	-21*
40	92	114	106	92

More entries.
No.	SMILES	NCI-H522	NCI-H322M	NCI-H23	NCI/ADR-RES	HCT-15
41	NC(=O)Nc1ccc2ccccc2c1	87	94	113	107	99
42	CCN(CC)c1cccc(OC(=O)Nc2cccc(Cl)c2Cl)c1	91	98	101	111	101
43	Fc1ccc(-c2nc(-c3c[nH]c4ccccc34)cs2)cc1	80	nt	88	94	76
44	CCc1cccc(C(C)(C)C)c1NC(=S)/N=C/C(C(=O)c1ccccc1)=C(\O)c1ccccc1	78	94	95	104	94
45	COc1cc(-c2nc3cc(Cl)c(Cl)cc3[nH]2)ccc1OCC(=O)NN	68	79	93	88	65
46	COc1ccc2[nH]c(O)c(N=NC(=O)COc3ccc(-c4nc5ccccc5c(=O)[nH]4)cc3OC)c2c1	84	103	97	105	106
47	COc1cccc(-c2nc(-c3ccc(NC(=O)Oc4ccccc4)cc3)[nH]c2-c2ccnc(Br)c2)c1	92	97	96	94	86
48	N#Cc1c(-c2ccc(Cl)cc2Cl)c(C(N)=O)c(N)n(Cc2nc3ccccc3[nH]2)c1=O	93	96	93	97	98

No.	HCT-116	COLO 205	NCI-H460	NCI-H226
41	105	106	108	92
42	116	nt	103	95
43	93	124	89	96
44	89	110	110	103
45	96	108	85	91
46	92	95	105	98
47	105	107	102	103
48	95	112	100	84

Among those listed so far, two contain a tert-butyl group.
No.	SMILES	NCI-H522	NCI-H322M	NCI-H23	NCI/ADR-RES	HCT-15
19	COc1cc(-c2nn(C(C)(C)C)cc2-c2ccnc(NCCCNS(=O)(=O)c3ccc(Cl)cc3)n2)ccc1Cl	nt	78	73	67	52
44	CCc1cccc(C(C)(C)C)c1NC(=S)/N=C/C(C(=O)c1ccccc1)=C(\O)c1ccccc1	78	94	95	104	94

No.	HCT-116	COLO 205	NCI-H460	NCI-H226
19	39	81	55	54
44	89	110	110	103

Carrying on:
No.	SMILES	NCI-H522	NCI-H322M	NCI-H23	NCI/ADR-RES	HCT-15
49	CSC(=N\N=C(/C)c1ccc(Br)cc1)/N=C/N(C)C	98	100	109	110	93
50	COc1ccc(CNc2nc3nc[nH]c3c(=O)n2C)cc1OC	nt	103	93	97	103
51	CCCCC1CCc2cccc3c(SCC(=O)N(C)c4ccccc4Br)cc[n+]1c23 (stereo unspecified)	94	104	109	110	107
52	CN=c1ccc2cc3ccc(NC)cc3oc-2c1	90&95	100&84	93&88	95&97	93&90
53	N#CC1=C(N)OC2=C(C(=O)CCC2)C1c1ccco1 (stereo unspecified)	93	99	97	103	104
54	c1ccc2cc3nc4cc5ccccc5cc4nc3cc2c1	99	109	89	73	97
55	Fc1ccc(Nc2nc3nonc3nc2Nc2ccc(I)cc2)cc1	-20*	1.7*	-19*	4.9*	6.8*
56	N#C/C(=C\c1ccccc1Br)C(=O)c1ccccc1	92	96	99	101	93

No.	HCT-116	COLO 205	NCI-H460	NCI-H226
49	102	nt	109	99
50	96	118	102	101
51	109	109	112	nt
52	93&98	102&105	107&99	89&84
53	103	110	110	103
54	72	78	100	97
55	3.4*	-64*	2.9*	-18*
56	91	nt	106	96

Next part
No.	SMILES	NCI-H522	NCI-H322M	NCI-H23	NCI/ADR-RES	HCT-15
57	O=C(NC1CCCCC1)OCC1OC(n2cnc3c(=O)[nH]cnc32)C(OC(=O)NC2CCCCC2)C1OC(=O)NC1CCCCC1 (stereo unspecified)	71	105	102	108	102
58	COc1ccc(/C=N/NC(=O)Cn2c(-c3ccc(S(C)(=O)=O)cc3)nc3ccccc32)cc1	93	91	95	104	99
59	c1ccc(Cn2cc3c(c2)-c2oncc2CC3)cc1	21	60	47	0.5*	26
60	NC(=S)N/N=C(\C=C\c1cn(-c2ccccc2)nc1-c1ccccc1)c1cc2ccccc2oc1=O	96	74	89	40	53
61	CNc1ccc(-n2ccc(=O)c(O)c2C)cc1	93	89	97	61	43
62	CSc1c(N(C)C)c(=O)c1=S	nt	126	103	109	83
63	CCN(CC)CC(OC(=O)c1ccc(N)cc1)c1ccccc1 (stereo unspecified)	79	103	102	nt	98

No.	HCT-116	COLO 205	NCI-H460	NCI-H226
57	94	96	106	94
58	92	111	102	100
59	9.3*	16	8.3*	53
60	43	95	28	83
61	104	105	98	97
62	nt	101	106	107
63	94	nt	107	93
